# Compound activity deposited in PubChem by several laboratories.
# V-ATPase pH = yeast V-ATPase proton transport regulation by pHLuorin | S. cerevisiae, pHLuorin cytosolic pH fluorescence | response, % at 10 µM | actives 0.37% (n = 350,000) | AID 504577; in the data active = response mostly above about 7.3%, no sharp cut-off; inactive = mostly below about 5.4%; note: actives read high; inactives centre near 0; some compounds called inactive have numbers as strong as hits; reference of the scale not given here
# Wnt act = Wnt/beta-catenin pathway activation; AID 743398; Wnt/beta-catenin reporter cell assay, activator, plate reader; actives 1.2% (n = 300,000); activation, % at 9.35 µM; in the data active = activation above about 30%, passing the limit was not always enough;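 note: 0% = neutral control wells and 100% = positive control wells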
# * = called active by the depositor.
SMILES,V-ATPase pH,Wnt act
CCOc1ccc(S(=O)(=O)N2CCCCC2)cc1NC(=O)Cc1cc(OC)c(OC)c(OC)c1,-3,0
CC1=CC(C)C(=O)N(CCN2CCOCC2)C(C)=C1 (stereo not given),-2,-4
COC(=O)C[C@H]1C[C@H]2c3cc(NC(=O)Nc4ccc(C(F)(F)F)cc4)ccc3O[C@H]2[C@@H](CO)O1,2,0
O=C(c1ccccn1)c1ccc2ccccc2n1,-1,44*
CC(C)c1nn2c(N)c(/C=C3\C=Nc4ccccc43)c(=O)nc2s1,3,2
O=C(NCc1ccco1)c1c(Cl)cccc1Cl,0,12
CSc1ccccc1C(=O)C1CCCN(C(=O)c2cccc(Cn3cccn3)c2)C1 (stereo not given),4,0
C[C@H]1CN([C@@H](C)CO)C(=O)CCCn2nncc2CO[C@H]1CN(C)S(=O)(=O)c1ccc(Oc2ccccc2)cc1,2,-2
COc1ccc(-n2c(SCC(=O)Nc3cc(C)on3)nc3c(c2=O)SC(C)C3)cc1 (stereo not given),-3,-7
COC(=O)C1=CCCCC(O)=C1C(=O)OC,-1,-3
CCN(C(=O)c1cc(OC)c(OC)c(OC)c1)C1CCCCC1,0,-3
CCOC(=O)c1sc(=S)n(CC)c1NC(=O)c1ccccc1,-2,1
Cc1cccc(CN(C)C[C@H]2OCc3cnnn3CCCC(=O)N([C@H](C)CO)C[C@@H]2C)c1,-2,-1
Cc1nc2nc(SCC(=O)c3ccccc3)[nH]c2cc1Br,1,0
Cc1cc(C(=O)Nc2nc3ccc(Cl)cc3s2)nn1C,-1,60*
CN(Cc1ccc(Cl)cc1Cl)C(=O)C1CSC2(C)CCC(=O)N12 (stereo not given),-3,-4
CCOC(=O)c1c(C)oc(=O)c(CC)c1O,0,6
Cc1cc(CNC[C@H]2O[C@@H](n3ccc(N)nc3=O)[C@H](O)[C@@H]2O)no1,-1,-1
O=C(Cc1ccc(Cl)cc1)Nc1cccnc1Cl,1,-4
O=C(OCc1ccc(Br)cc1)c1cc([N+](=O)[O-])ccc1N1CCOCC1,1,-8
O=C(Nc1ccccc1[N+](=O)[O-])OCC=Cc1ccccc1,0,-5
COc1ccc(C(=O)COC(=O)c2cc(=O)c3ccccc3o2)c(OC)c1,0,3
O[C@@H]1CN(Cc2cccs2)[C@@H](c2ccc(Cl)cc2)C[C@H]1n1cc(C2CC2)nn1,-1,-2
O=C(N/N=C/c1ccco1)C1(O)c2ccccc2-c2ccccc21,2,-3
Nc1ccn([C@@H]2O[C@H](CNCc3cccc(OC4CCCC4)c3)[C@@H](O)[C@H]2O)c(=O)n1,1,0
# The results go on:
SMILES,V-ATPase pH,Wnt act
O=C1[C@H]2[C@@H](c3ccc(C(F)(F)F)cc3)N[C@]3(CCCN(CC4CCCCC4)C3=O)[C@H]2C(=O)N1Cc1ccccc1,-4,-2
O=C(Cn1cc[n+](CC(=O)c2ccc(Cl)cc2Cl)c1)c1ccc(Cl)cc1Cl,-1,-1
COc1ccc(-c2ccc(CN3C(C(C)C)C(=O)N(Cc4cn(Cc5ccco5)nn4)CCS3(=O)=O)cc2)cc1 (stereo not given),0,-2
Cn1nc(-c2ccc(Cl)cc2)cc1NC(=O)CSCC(=O)O,-3,-3
C[C@@H]1CN([C@@H](C)CO)C(=O)CCCn2nncc2CO[C@H]1CN(C)Cc1ccc(C(F)(F)F)cc1,1,-1
Cc1ccc(-c2nn(CC(=O)NN3CCOCC3)c(=O)c3ccccc23)cc1,-1,1
C/C(=N\Nc1ccccn1)c1ccc(Br)s1,-1,4
COc1ccc(CCNC(=O)CNC(=O)N2CC(=O)Nc3ccccc32)cc1OC,2,1
Cc1cc(C)c(Cn2c(=O)[nH][nH]c2=O)cc1Cn1c(=O)[nH][nH]c1=O,2,-5
COc1ccc([C@H]2C[C@H](O)[C@@H](n3cc(-c4ccc(F)cc4)nn3)CN2C(=O)c2cccs2)cc1,-2,-4
O=C(C[C@H]1C[C@@H]2c3cc(NC(=O)c4cccnc4)ccc3O[C@@H]2[C@H](CO)O1)NCc1ccncc1,-1,-3
O=C(N/C(=C/c1cccc(Br)c1)C(=O)N1CCOCC1)c1ccco1,3,-2
CCOc1cc(/C=N/Nc2ccc(S(=O)(=O)Nc3ccccc3C(=O)O)cc2[N+](=O)[O-])cc(Cl)c1O,0,-3
COc1ccc(-c2cnc3c(c2)C(=O)N([C@H](C)CO)C[C@@H](C)[C@@H](CN(C)C(=O)NC2CCCC2)O3)cc1,0,-1
C[C@H](CO)N1C[C@H](C)[C@@H](CN(C)C(=O)NC2CCCC2)Oc2cc(Br)ccc2S1(=O)=O,-2,10
COc1ccccc1/C=C/C=N/n1c(-c2n[nH]c3c2CCC3)n[nH]c1=S,1,-1
Nc1nc(N=Nc2ccc(O)cc2)cc(=O)[nH]1,-1,-3
Cc1ccc(-c2csc(NC(=O)C[n+]3cc(-c4ccccc4)n4c3CCC4)n2)cc1,3,5
Cc1ccc(/C=N/NC(=O)c2n[nH]c3c2CCCC3)cc1,-1,-22
CC(=O)N(C)c1ccc(NC(=O)Nc2ccc(Cl)cc2)cc1,0,26
CCCCN1C(=O)C(CC(=O)NC2CC2)CC(C(=O)N(C(C)C)C(C)C)=C1C (stereo not given),-1,-1
Cc1ccc([N+](=O)[O-])c(OCC(O)CNC(C)(C)C)c1 (stereo not given),4,0
O=C(SCc1c(O)c2ccccc2oc1=O)c1ccccc1,0,2
CC12CCC3C(C1)C(C(=O)O2)C(=O)OC3(C)C (stereo not given),-1,3
S=C(NCCCN1CCOCC1)NN=C1c2ccccc2-c2ccccc21,0,-3

# The closing 2 records of the part above are carried over, then new ones follow.
SMILES,V-ATPase pH,Wnt act
CC12CCC3C(C1)C(C(=O)O2)C(=O)OC3(C)C (stereo not given),-1,3
S=C(NCCCN1CCOCC1)NN=C1c2ccccc2-c2ccccc21,0,-3
COc1cccc(C(O)C2OC(=O)c3ccccc32)c1OC (stereo not given),7,0
Cc1ccc(N2CC(C(=O)Nc3cc(S(=O)(=O)N4CCCCC4)ccc3C)CC2=O)cc1 (stereo not given),-3,-7
COCOCCn1cc(CN2CCS(=O)(=O)N(Cc3ccc(-c4ccc(OC)cc4)cc3)C(CC(C)C)C2=O)nn1 (stereo not given),-2,-1
NC(=O)c1ccsc1NC(=O)COC(=O)CCc1ccccc1,-1,-2
O=C(O)Cc1ccc(NS(=O)(=O)c2ccc3c(c2)OCCO3)cc1,2,-1
Cc1ccccc1C(=O)OCC(=O)N1CC(=O)Nc2ccccc21,-1,-4
CCOC(=O)CN(C)S(=O)(=O)c1ccc(-c2cc(C(=O)OC)sc2C(F)(F)F)cc1,-1,1
COC(=O)[C@H](CC(C)C)NS(=O)(=O)c1ccc(F)cc1Br,-1,-1
Cc1ccc(CN2CCC[C@]3(N[C@H](c4ccccc4)[C@@H]4C(=O)N(C)C(=O)[C@@H]43)C2=O)cc1,0,12
O=C(O)C1C=CC(C(=O)O)c2ccccc21 (stereo not given),1,-7
CCCCCC(=O)N1C[C@H](O)[C@@H](n2cc(-c3ccc(F)cc3)nn2)C[C@@H]1c1ccc(C)cc1,0,-3
CCn1cc(/C=C(\NC(=O)c2ccccc2)C(=O)NCCN2CCOCC2)c2ccccc21,-1,-2
Nc1ccn(CCCN2CCN(C(=O)C3CC3)CC2)c(=O)n1,1,-1
C[C@H](CO)N1C[C@H](C)[C@H](CN(C)S(=O)(=O)c2ccc(F)cc2)OCc2cnnn2CCCC1=O,-3,-1
CC(C)Oc1ccc(S(=O)(=O)N2CCOCC2)cc1NC(=O)c1ccc(Cl)c(S(=O)(=O)N2CCOCC2)c1,6,-2
COc1ccccc1C#CC1=CC(=O)CC(C)(C)C1,-1,0

# In the list so far, these have an aryl methoxy group:
SMILES,V-ATPase pH,Wnt act
CCOc1ccc(S(=O)(=O)N2CCCCC2)cc1NC(=O)Cc1cc(OC)c(OC)c(OC)c1,-3,0
COc1ccc(-n2c(SCC(=O)Nc3cc(C)on3)nc3c(c2=O)SC(C)C3)cc1 (stereo not given),-3,-7
CCN(C(=O)c1cc(OC)c(OC)c(OC)c1)C1CCCCC1,0,-3
COc1ccc(C(=O)COC(=O)c2cc(=O)c3ccccc3o2)c(OC)c1,0,3
COc1ccc(-c2ccc(CN3C(C(C)C)C(=O)N(Cc4cn(Cc5ccco5)nn4)CCS3(=O)=O)cc2)cc1 (stereo not given),0,-2
COc1ccc(CCNC(=O)CNC(=O)N2CC(=O)Nc3ccccc32)cc1OC,2,1
COc1ccc([C@H]2C[C@H](O)[C@@H](n3cc(-c4ccc(F)cc4)nn3)CN2C(=O)c2cccs2)cc1,-2,-4
COc1ccc(-c2cnc3c(c2)C(=O)N([C@H](C)CO)C[C@@H](C)[C@@H](CN(C)C(=O)NC2CCCC2)O3)cc1,0,-1
COc1ccccc1/C=C/C=N/n1c(-c2n[nH]c3c2CCC3)n[nH]c1=S,1,-1
COc1cccc(C(O)C2OC(=O)c3ccccc32)c1OC (stereo not given),7,0
COCOCCn1cc(CN2CCS(=O)(=O)N(Cc3ccc(-c4ccc(OC)cc4)cc3)C(CC(C)C)C2=O)nn1 (stereo not given),-2,-1
COc1ccccc1C#CC1=CC(=O)CC(C)(C)C1,-1,0

# The list is partial. The share of hits here may be higher or lower than overall.
